# High-throughput results from PubChem.
# HT1080NT lethal: kills 2HG-producing HT-1080-NT fibrosarcoma cells | HT-1080-NT fibrosarcoma viability, CellTiter-Glo ATP luminescence, 48 h | Potency, µM (top dose mostly 46.1 µM), for inactives: at the highest dose activity, negative = less viability, usual class: cytotoxic | 360,000 compounds, 1.6% hits | AID 686970;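 also: NT is the 2HG producing partner of a matched IDH1 knockdown line; 0% = DMSO-treated cells and -100% = media-only wells without cells; nearly all actives have a fitted effect of over 55% in size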
#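 Luminescent CellTiter-Glo readout after 48 hours of compound exposure at 37 degrees C defined viability of HT-1080-NT cells. Activity was normalized to DMSO wells and cell-free media wells; concentration-response curves were fitted and assigned curve classes.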
# HEK293 tox: cytotoxicity counter-screen for GLP-1 receptor inverse agonists. HEK293 cAMP-luciferase reporter cells, luminescence, 24 h. Potency, µM (highest dose often 38.3 µM), inactives show at the highest dose activity change, negative = inhibition, usual class: inhibitors. 410,000 compounds, 0.13% hits. AID 624418;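 also: loss of luciferase light is scored as toxicity; % is scaled to controls: 0 for no effect and ±100 for the full control effect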
#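 Cells in DMEM/10% Nu serum/1% pen-strep, 1536-well format. Pre-incubated 12 h, dosed with 23 nL compound, incubated a further 24 h. Luciferase detection, 12 min at room temp, luminescence.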
# SW480 rerep: DNA re-replication induction in SW480 cells | SW480 DNA re-replication, Hoechst DNA content imaging, 48 h | Potency, µM (highest dose often 46.1 µM), for the others: at the top dose re-replication activation, hits mostly activators | 340,000 compounds, 1.8% hits; also: % of control where 0% means no effect; nearly all actives have a fitted effect of over 55% in size
#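 Image-based DNA-content assay: after two days of treatment, nuclei were labelled with the DNA dye Hoechst and imaged, and hits were compounds raising the count of nuclei showing high fluorescence intensity.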
# GLP-1R agonist: agonists of human GLP-1 receptor; Potency, µM (highest dose often 45.6 µM), for the others: at the top dose activation, usual class: activators; P43220; AID 624172; 380,000 compounds, 0.007% hits; HEK293 GLP-1R CRE-luciferase, luminescence, 4-6 h; cells express a hypersensitive GLP-1R form; also: % of control where 0% means no effect
# Target sequence (P43220 whole entry, looked up): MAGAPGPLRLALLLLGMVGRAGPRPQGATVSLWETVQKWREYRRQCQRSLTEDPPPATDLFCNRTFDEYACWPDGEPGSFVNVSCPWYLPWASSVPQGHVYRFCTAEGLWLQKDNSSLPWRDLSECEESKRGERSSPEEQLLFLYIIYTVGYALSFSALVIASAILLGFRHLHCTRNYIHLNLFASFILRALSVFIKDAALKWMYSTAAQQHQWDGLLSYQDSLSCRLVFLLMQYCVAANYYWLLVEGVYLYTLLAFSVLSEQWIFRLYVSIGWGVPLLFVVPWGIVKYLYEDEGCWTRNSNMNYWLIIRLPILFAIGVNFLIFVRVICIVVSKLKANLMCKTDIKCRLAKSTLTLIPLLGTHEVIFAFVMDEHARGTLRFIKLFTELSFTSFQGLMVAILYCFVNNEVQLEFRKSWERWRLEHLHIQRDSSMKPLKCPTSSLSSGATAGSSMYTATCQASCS
# KB-V1 cytotox: KB-V1 MDR subline cytotoxicity | Potency, µM (series often up to 46.1 µM), without a hit: top-dose activity change, negative = cytotoxicity, usual class: cytotoxic | KB-V1 MDR cells viability, CellTiter-Glo, 72 h | 400,000 compounds, 3.4% hits; also: % is scaled to controls: 0 for no effect and ±100 for the full control effect; nearly all actives have a fitted effect of over 60% in size
#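 Readout: CellTiter-Glo luminescence, 10 min after addition. Cells: KB-V1 MDR subline, 72 h at 37 degrees C with compound. Analysis: corrected, normalized data fitted to concentration-effect curves.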
# TDP-43 yeast inh: inhibitors of TDP-43 toxicity in yeast; TDP-43 expressing yeast growth rescue, BacTiter-Glo, 24 h; Potency, µM (top dose mostly 46.1 µM), for inactives: at the highest dose growth rescue (activation), hits mostly activators; 410,000 compounds, 1.8% hits; also: % of control where 0% means no effect; nearly all actives have a fitted effect of over 50% in size
#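 Cell-based yeast growth screen: TDP-43 expression induced in galactose, inoculum OD600=0.02 after raffinose pregrowth to mid-log. Read-out BacTiter-Glo luminescence at 24 hr, 30 deg C; inhibition of toxicity seen as signal increase.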
# KB-3-1 cytotox: KB-3-1 parental cell cytotoxicity; KB-3-1 viability, CellTiter-Glo ATP luminescence, 72 h; Potency, µM (highest dose often 46.1 µM), for inactives: top-dose activity change, negative = cytotoxic, actives largely listed as cytotoxic; 400,000 compounds, 1.4% hits; AID 1347075; also: % is scaled to controls: 0 for no effect and ±100 for the full control effect; nearly all actives have a fitted effect of over 60% in size
#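 Cytotoxicity measured as CellTiter-Glo luminescence after 72 h at 37 C. Compound titrations were pinned onto drug-naive KB-3-1 parental adenocarcinoma cells grown in DMEM with 10% FBS, and normalized data fitted to concentration-response curves.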
# GLP1R inv ag: acts as inverse agonist at human GLP-1 receptor. AID 624417. P43220. Potency, µM (titrated, usually from 38.3 µM), for the others: at the highest dose activity change, negative = inhibition, usual class: inhibitors. HEK293 GLP-1R CRE-luciferase, luminescence, 24 h; GLP-1R form is constitutively active. 410,000 compounds, 1.6% hits; also: % is scaled to controls: 0 for no effect and ±100 for the full control effect; nearly all actives have a fitted effect of over 55% in size
#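 Inverse agonists were sought by their lowering of basal cAMP reporter luciferase output in HEK293 cells stably carrying constitutively active human GLP-1R, after 24 h compound treatment.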
# HT1080 IDH1KD tx: HT-1080 IDH1 knockdown cell toxicity (counter line); HT-1080 IDH1 knockdown viability, ATP luminescence, 48 h; Potency, µM (titrated, usually from 46.1 µM), without a hit: at the highest dose activity, negative = toxicity, most hits filed as cytotoxic; 360,000 compounds, 2% hits; AID 686971;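 also: 0% = DMSO wells and -100% = cell-free medium wells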
#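 After a 2 h attachment period, IDH1KD HT-1080 cells took pin-transferred compound for 48 h at 37 °C; ATP-based luminescence after 10 min room-temperature reagent incubation reported viability.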
# * marks the source's active call; other numbers are inactive results; ? = inconclusive; / = not tested or not shown; & = joins results of further samples; [ ] = another dose, or the depositor's remark. Calls follow the shape of the dose curve; as a rule, active = well fitted curve in the direction sought with a large enough effect; inconclusive = small, poorly fitted or top-dose-only effect, or another doubt; inactive = no such curve, though single readings can be large; an effect the other way counts as inactive or inconclusive. Potency is read from the fitted curve at half-maximal effect.
SMILES	HT1080NT lethal	HEK293 tox	SW480 rerep	GLP-1R agonist	KB-V1 cytotox	TDP-43 yeast inh	KB-3-1 cytotox	GLP1R inv ag	HT1080 IDH1KD tx
CC1CN(C(=S)Nc2cccc([N+](=O)[O-])c2)CC(C)O1 (stereo not drawn)	-2%	-3%	-11%	-5%	-1%	9%	-15%	-17%	5%
O=C(NNC(=O)C12CC3CC(CC(C3)C1)C2)c1cnccn1	-6%	5%	10%	-9%	?	11%	4%	-9%	-19%
COC1(OC)N=C(N)C2(C#N)C(c3ccc(C)cc3)C12C#N (stereo not drawn)	0%	11%	6%	-17%	0%	-17%	-3%	17%	1%
COC(=O)c1ccc(C2c3c(oc4ccc(C)cc4c3=O)C(=O)N2Cc2ccc3c(c2)OCO3)cc1 (stereo not drawn)	/	0%	/	/	-7%	-9%	3%	1%	/
O=C(O)C1CCC(Cn2c(SCc3cc(=O)n4cc(Br)ccc4n3)nc3ccsc3c2=O)CC1 (stereo not drawn)	-15%	19%	-3%	2%	-6%	19%	?	96%[activator]	-3%
O=C(N/N=C/c1ccc(N2CCCC2)c([N+](=O)[O-])c1)c1cccnc1	2%	-19%	1%	16%	-1%	11%	?	2%	4%
CC1CCCC(C)N1CCNC(=O)Cn1nc(-c2ccccc2)ccc1=O (stereo not drawn)	3%	-22%	4%	-9%	8%	-16%	1%	0%	4%
O=C(COC(=O)CCOc1ccccc1)Nc1ncc(Cl)cc1Cl	13%	-11%	-5%	-6%	8%	5%	7%	21%	10%
O=C(OC1CCCCC1)c1ccc(NC(=O)C2CCCCC2)cc1	?	-16%	1%	7%	?	5%	?	2.5µM*	?
COC(=O)c1ccc(C2/C(=C(\O)c3cccc(OC)c3)C(=O)C(=O)N2CCCN2CCOCC2)cc1 (stereo not drawn)	20%	-17%	2%	-15%	25%	13%	19%	9%	12%
COCc1cc(C)n(CC(=O)Nc2ccc3c(c2)OCO3)c(=O)c1C#N	0%	-12%	3%	-5%	?	-12%	9%	7%	12%
O=C(CSc1nc(Nc2ccccc2)nc(N2CCOCC2)n1)N1CCc2ccccc21	-6%	16%	?	12%	?	-20%	-23%	-1%	-5%
Cn1ccc(C(=O)Nc2sc3c(c2C#N)CCC3)n1	-15%	3%	14%	-2%	-2%	10%	-7%	51%[activator]	3%
Cc1ccc(NS(=O)(=O)c2ccc3c(c2)n(C)c(=O)n3C)c(C)c1	-1%	-4%&-11%	-3%	3%	-15%&-7%	2%&10%	-2%&4%	19%&14%	-3%
CN1CCN(CCNC(=O)c2cnn(-c3ccc(Cl)cc3)c2C2CCN(C(=O)OC(C)(C)C)CC2)CC1	/	2%	/	/	?	?	10%	-6%	/
CCOC(=O)N1CCN(S(=O)(=O)c2cc(OCC(N)=O)c(C)cc2Cl)CC1	2%	5%	0%	-3%	4%	-8%	8%	-7%	-3%
CCN(CC)C(=O)Cn1c(=O)n(CCc2ccccc2)c(=O)c2ccccc21	/	-1%	/	-1%	0%	25%	-3%	8%	/
O=C(COC(=O)C1CCN(C(=O)c2ccc(Cl)cc2)CC1)c1ccco1	-4%	0%	10%	2%	?	11%	2%	0%	13%
CCOc1ccc(CCNC(=O)c2sc3ncccc3c2-n2c(C)ccc2C)cc1	/	9%	/	/	-7%	?	-21%	?	/
Cc1csc2ncnc(N3CCN(C(=S)Nc4ccc(F)cc4F)CC3)c12	-14%	-7%	-5%	-5%	-9%	?	2%	?	-10%
CCCCS(=O)CC(O)COCC (stereo not drawn)	11%	0%	7%	-12%	4%	-5%	1%	0%	14%
Cc1cccc(N2CCN(C(=O)Cc3ccc(-n4c(=O)[nH]c5ccsc5c4=O)cc3)CC2C)c1 (stereo not drawn)	-6%	15%	-5%	0%	0%	-3%	25%	?	3%
O=C(NCCc1csc(-c2cccnc2)n1)c1ccccc1	0%	-18%&-4%	-7%	-1%&2%	?	?	15%&8%	8%&10%	14%
COc1ccc(-n2nnnc2SCC(=O)c2cccc(OC)c2)cc1	22µM*	?	-6%	-1%	-27%	-8%	-16%	?	-3%[9.24 µM]
CCOc1cc(NC(=O)C2CC2)c(OCC)cc1NC(=O)CCn1nnc2ccccc21	8%	-8%	-6%	-19%	?	7%	-3%	1%	2%
Cc1c(NC(=O)c2ccc(-c3ccccc3)cc2)cccc1C(=O)O	-1%	0%	-13%	-4%	-7%	9%	-5%	3.2µM*	-1%
CCOC(=O)c1cnc2c(cnn2C)c1NCCCn1ccnc1	-9%	13%	-7%	14%	?	23%	23%	41%	-6%
CCN(CC)C(=O)CSc1ncnc2sc(-c3ccccc3)cc12	-6%	7%	2%	4%	?	?	-16%	0%	-18%
Fc1ccc(CN2C3=NCCCN3c3ccccc32)cc1	0%	-15%	-4%	-8%	2%	9%	-7%	-26%	1%
CCc1nc2c(OCC3COc4ccccc4O3)cccn2c1N(C)C(=O)c1cccs1 (stereo not drawn)	-13%	1%	/	2%	-3%	18%	0%	-16%	15%
Cc1cccc(CSc2nc3c(c(=O)n2C)SCC3)c1	?	-7%	7%[1.84 µM]	9%	-24%	/	-3%	?	-26%
COc1ccc(/C=N/NC(=O)C(C)Sc2ccccn2)cc1[N+](=O)[O-] (stereo not drawn)	0%	1%	-19%	26%	-6%	-12%[9.22 µM]	0%	55%[activator]	16%
CC1=CC2(C#N)C3(N=C(N)C2(C#N)C(c2ccccc2)N1)OCCO3 (stereo not drawn)	7%	72%[activator]	2%	4%	6%	0%	4%	0%	5%
COc1ccccc1-c1nc(COc2ccc(Cl)cc2Cl)no1	3%	-1%	-14%	11%	-6%	?	6%	?	11%
COc1cccc(CN2CC(C(=O)NCCOc3ccccc3F)CCC2=O)c1 (stereo not drawn)	3%	5%	15%	-1%	-20%	-7%	-2%	10%	9%
CC(C)NC(=O)CN1C(=O)COc2ccc(S(=O)(=O)N3CCCCCC3)cc21	/	-2%	/	-4%	-4%	17%	1%	4%	/
Cc1cc(Nc2ccccc2C(=O)O)n(-c2ccc([N+](=O)[O-])cc2)n1	30%	-14%	3%	-4%	7%	3%	-6%	14%	11%
CCC(=O)NC(Nc1sc2c(c1C(=O)OC)CCC2)C(Cl)(Cl)Cl (stereo not drawn)	1%	-6%	-6%	1%	23µM*	0%	?	-8%	1%
CN(C(=O)OC(C)(C)C)c1ccc(-c2nc3ccccc3s2)cc1	/	/	15%	-6%	-3%	/	?	/	/
CCOc1ccc(-c2cc(C(=O)O)c3ccccc3n2)c(OCC)c1	14µM*	21%	7%	9%	-23%	-14%	-10%	0%	7.1µM*

# Filtered by structure: the entries above containing a tert-butyl group (two)
SMILES	HT1080NT lethal	HEK293 tox	SW480 rerep	GLP-1R agonist	KB-V1 cytotox	TDP-43 yeast inh	KB-3-1 cytotox	GLP1R inv ag	HT1080 IDH1KD tx
CN1CCN(CCNC(=O)c2cnn(-c3ccc(Cl)cc3)c2C2CCN(C(=O)OC(C)(C)C)CC2)CC1	/	2%	/	/	?	?	10%	-6%	/
CN(C(=O)OC(C)(C)C)c1ccc(-c2nc3ccccc3s2)cc1	/	/	15%	-6%	-3%	/	?	/	/

# (more compounds)
SMILES	HT1080NT lethal	HEK293 tox	SW480 rerep	GLP-1R agonist	KB-V1 cytotox	TDP-43 yeast inh	KB-3-1 cytotox	GLP1R inv ag	HT1080 IDH1KD tx
Cc1ccc(S(=O)(=O)c2ccc([N+](=O)[O-])cn2)cc1	2.6µM*	?	8%	-4%	9.2µM*	?	6.5µM*	7.9µM*	4.6µM*
O=C1c2ccccc2NC2(CCCC2)N1NS(=O)(=O)c1ccccc1	9%	8%	-10%	3%	2%	-19%[9.22 µM]	1%	0%	18%
Cc1ccc(NC(=O)CSc2nnc(-c3ccc([N+](=O)[O-])cc3)o2)c(C)c1	/	-4%	/	/	-23%	6%	4%	0%	/
O=C1C=C(c2ccc(Cl)cc2)OC2(CCCC2)O1	10%	-5%	-6%	16%	?	11%	1%	-22%	14%
Cn1ccc2ccc(C3=CC(=O)C[C@H](c4ccc(F)cc4)C3)cc21	-5%	10%	3%	18%	15%	16µM*	5%	6%	7%
COc1ccc(OC)c(CN2CCC(Cc3ccccc3)CC2)c1	?	-28%	5%	-3%	8%	13%	-15%	?	-11%
NC1=NC[C@@H](Cc2ccc(O)cc2)N1CCc1cccc2ccccc12	-10%	4%	-3%	1%	-12%	-4%	-9%	11%	1%
CCOc1ccccc1NC(=O)C1=C(C)Nc2ncnn2C1c1ccc(C)o1 (stereo not drawn)	/	-13%	/	8%	11%	25%	4%	-8%	/
O=C(CSc1nc(-c2ccco2)cc(C(F)(F)F)n1)NCCCn1ccnc1	-3%	1%	-5%	-1%	9%	19%	6%	1%	-1%
CCCC(=O)Nc1nnc(SCC(=O)N2C(C)CCCC2C)s1 (stereo not drawn)	-16%	-3%	-9%	11%	2%	-11%	0%	-6%	-11%
Cc1cccc(-n2c(C)cc(C(=O)NC3CCCCC3)c2C)c1	-9%	3%	?	1%	-1%	6%	-25%	?	-22%
NC(=O)C1CCN(C(=O)/C=C/c2cccc(Br)c2)CC1	10%	-5%	-2%	7%	13%	-16%	5%	-4%	10%
CCCCCOc1ccc(/C=C/C(=O)NCCc2nc3ccccc3[nH]2)cc1OC	-30%	-15%	5%	0%	-4%	25%	-8%	?	?
Cc1c(Cl)cccc1NC(=O)CSc1nccn1C	22%	-5%	-4%	10%	0%	4%	13%	7%	9%
Cc1ccc(SC(C)C(=O)NCCC2=CCCCC2)cc1 (stereo not drawn)	-1%	0%	-1%	0%	16%	18%	0%	-17%	5%
O=C(O)c1ccccc1C(=O)Nc1ccc(Oc2ccccc2)cc1	-10%	-14%	0%	7%	-1%	5%	2%	14%	10%
